From PubChem BioAssay
GLS inhibitor: inhibitors of human glutaminase (GLS); GLS enzymatic activity, qHTS titration; 0.21% of 410,000 active; Potency, µM (series often up to 45.5 µM), inactives show at the top dose activity change, negative = inhibition, usual class: inhibitors; AID 624170; O94925; note: % is set by controls: 0 for no effect and ±100 for the full control effect
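Two-point fluorescence kinetic (t0, 30 min RT) for hKGA; glutamate detected via glutamate oxidase–HRP–Amplex Red. Substrate: 1 mM L-glutamine solution; buffer 45 mM KH2PO4, pH 8.2.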
TrxR1 inh: rat TrxR1 inhibition; recombinant rTrxR1, NADPH fluorescence consumption, selenite substrate; Potency, µM (top dose mostly 114 µM), for inactives: at the top dose activity change, negative = inhibition, most hits filed as inhibitors; 1% of 390,000 active; AID 588453; note: % is set by controls: 0 for no effect and ±100 for the full control effect; nearly all actives have a fitted effect of over 65% in size
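Rat TrxR1 (90 nM in the dispensed reagent) was pre-reduced with 400 uM NADPH for 5 min at room temperature, then incubated with compound for 15 min. After 400 uM selenite was added, NADPH fluorescence (Ex 340/Em 450 nm) was followed for 8 min.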
RGS4 inh: blocks human RGS4-accelerated GTP hydrolysis. AID 504845. Transcreener GDP fluorescence polarization, RGS4-accelerated GTP hydrolysis. Potency, µM (titrated, usually from 114 µM), for inactives: at the highest dose activity change, negative = inhibition, usual class: inhibitors. 0.039% of 390,000 active; note: % is set by controls: 0 for no effect and ±100 for the full control effect; nearly all actives have a fitted effect of over 75% in size; some results filed as inactive show a strong effect at the top dose
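MLSMR compounds (23 nl, pin-transferred) preincubated 10 min at room temperature with a 500nM (2x) first reagent, then RGS4 at 900nM (2x) plus Transcreener GDP mix added; fluorescence polarization (620/688 nm) read before and after 90 min at 30 °C.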
ERG-DNA inh: inhibitors of human ERG Ets domain-DNA interaction. Potency, µM (titrated, usually from 76.9 µM), for the others: at the highest dose FP activity, negative = inhibition, usual class: inhibitors. 0.028% of 370,000 active. fluorescence polarization, His-ERG Ets domain / labelled DNA. P11308; active = well fitted inhibition curve with a large enough effect in the polarisation, with a control signal flat; inconclusive = small, poorly fitted or top-dose-only effect, or effect the other way, or a change in a side signal; inactive = no such curve, though single readings can be large or run the other way; the % refers to the polarisation;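 note: polarization taken with two DNA probes labelled with fluorescein and Texas red; % of control where 0% means no effect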
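His-tagged ERG Ets domain (1 uM in the protein solution; 300mM KCl, 50mM Tris-HCl, 1mM EDTA, 1mM DTT, pH 7.5) received compound, then a probe mix of 5 nM fluorescein-DNA and 100nM Texas-615-DNA. Fluorescence polarization was read for both dyes.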
Pin1 inhibitor: human Pin1 inhibition; Q13526; Pin1 FP peptide displacement, HiFluor488, 10 min; Potency, µM (top dose mostly 115 µM), for inactives: top-dose activity, negative = inhibition, most hits filed as inhibitors; 0.009% of 390,000 active; active = well fitted inhibition curve with a large enough effect in the polarisation, with a control signal flat, not every such curve was filed as active; inconclusive = small, poorly fitted or top-dose-only effect, or effect the other way, or a change in a side signal; inactive = no such curve, though single readings can be large or run the other way; the % refers to the polarisation; note: % is set by controls: 0 for no effect and ±100 for the full control effect
Target sequence (Q13526 whole entry, looked up): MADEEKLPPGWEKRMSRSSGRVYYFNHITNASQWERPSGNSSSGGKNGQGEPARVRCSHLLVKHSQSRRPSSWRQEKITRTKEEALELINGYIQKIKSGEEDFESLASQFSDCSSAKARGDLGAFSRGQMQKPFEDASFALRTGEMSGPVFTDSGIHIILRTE
12-LOX inh: inhibitors of human 12S-lipoxygenase ALOX12; purified 12hLO, xylenol orange hydroperoxide absorbance; Potency, µM (highest dose often 108 µM), for the others: top-dose activity change, negative = inhibition, actives largely listed as inhibitors; 1.1% of 580,000 active; note: % is set by controls: 0 for no effect and ±100 for the full control effect
Target sequence (P18054 whole entry, looked up): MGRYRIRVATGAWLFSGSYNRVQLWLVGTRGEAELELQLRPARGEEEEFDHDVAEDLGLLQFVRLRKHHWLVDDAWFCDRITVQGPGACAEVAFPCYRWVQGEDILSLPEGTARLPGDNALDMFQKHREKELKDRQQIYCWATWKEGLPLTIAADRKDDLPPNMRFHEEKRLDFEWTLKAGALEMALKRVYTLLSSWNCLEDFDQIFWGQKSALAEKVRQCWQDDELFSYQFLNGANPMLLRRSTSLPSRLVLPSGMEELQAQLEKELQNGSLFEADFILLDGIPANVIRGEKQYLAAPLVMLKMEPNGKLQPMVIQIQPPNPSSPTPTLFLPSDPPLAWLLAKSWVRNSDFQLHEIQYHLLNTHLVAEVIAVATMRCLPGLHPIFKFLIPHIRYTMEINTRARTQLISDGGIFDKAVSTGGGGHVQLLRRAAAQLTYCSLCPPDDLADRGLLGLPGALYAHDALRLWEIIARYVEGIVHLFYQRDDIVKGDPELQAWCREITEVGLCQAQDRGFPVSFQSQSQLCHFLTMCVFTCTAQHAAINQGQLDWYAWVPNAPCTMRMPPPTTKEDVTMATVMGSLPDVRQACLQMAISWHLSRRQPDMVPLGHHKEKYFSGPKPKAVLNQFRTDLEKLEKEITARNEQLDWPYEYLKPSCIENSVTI
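Purified human 12hLO at 150 nM in 25 mM Hepes, 0.01% Triton X-100, pH 7.0, preincubated 15 min at room temperature with compound. Reaction started with 40 uM arachidonic acid, 30 min at room temperature. Hydroperoxide measured by Fe-xylenol orange, 573/405 nm absorbance ratio.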
Tb PGK inh: T. brucei PGK inhibition. P07378. PGK/GAPDH coupled, Kinase-Glo luminescence, 60 min. 0.043% of 380,000 active. Potency, µM (top dose mostly 57.5 µM), inactives show top-dose activity change, negative = inhibition, actives largely listed as inhibitors; note: % is set by controls: 0 for no effect and ±100 for the full control effect; nearly all actives have a fitted effect of over 60% in size
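Luminescent ATP detection (Kinase-Glo Plus) follows a 60-minute room-temperature incubation, with wells lacking PGK as controls. Buffer: 100 mM TEA (pH 7.6), 5 mM MgCl2, 0.01% Tween-20. Coupling enzyme GAPDH (100 nM final) supplies unstable 1,3-BPG in-well.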
HP1b binding inh: blocks HP1-beta chromodomain binding to methylated histone tails; AlphaScreen HP1-beta / biotin-H3K9me3 peptide binding; Potency, µM (titrated, usually from 114 µM), without a hit: at the top dose activity change, negative = inhibition, usual class: inhibitors; 0.56% of 390,000 active; note: nearly all actives have a fitted effect of over 70% in size; inactives centre near 23
Target sequence (P83916 whole entry, looked up): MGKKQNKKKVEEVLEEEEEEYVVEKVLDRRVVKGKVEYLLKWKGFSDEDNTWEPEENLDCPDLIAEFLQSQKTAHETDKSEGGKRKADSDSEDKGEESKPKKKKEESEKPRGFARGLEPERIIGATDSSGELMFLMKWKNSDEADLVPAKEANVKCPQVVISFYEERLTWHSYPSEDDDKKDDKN
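HP1-beta protein (50 nM final) preincubated 30 min at room temperature with biotinylated H3(1-18)K9me3 peptide (50 nM) in PBS pH 7.4, 0.01% Tween-20, then compound added for 30 min. AlphaScreen streptavidin donor/nickel chelate acceptor beads (10 ug/mL final), 30 min dark, luminescence read.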
JMJD2A Tudor inh: inhibitors of human JMJD2A Tudor domain | O75164 | AlphaScreen JMJD2A-Tudor / H3K4me3 peptide binding | Potency, µM (highest dose often 114 µM), inactives show at the top dose activity change, negative = inhibition, usual class: inhibitors | 4.4% of 390,000 active | AID 504339; note: % is set by controls: 0 for no effect and ±100 for the full control effect; nearly all actives have a fitted effect of over 50% in size
Active calls of the source: *; i = inactive; u = inconclusive; x = not tested or not shown; & = joins results of further samples; [ ] = another dose, or the depositor's remark. Unless noted, calls come from the whole dose curve; as a rule, active = well fitted curve in the direction sought with a large enough effect; inconclusive = small, poorly fitted or top-dose-only effect, or another doubt; inactive = no such curve, though single readings can be large; an effect the other way counts as inactive or inconclusive. Potency is the fitted concentration of half-maximal effect.

SMILES	GLS inhibitor	TrxR1 inh	RGS4 inh	ERG-DNA inh	Pin1 inhibitor	12-LOX inh	Tb PGK inh	HP1b binding inh	JMJD2A Tudor inh
Cc1cc(OCCCn2cnc3ccccc3c2=O)ccc1[N+](=O)[O-]	-12%	-5%	-22%	8%	21%	4%	i	28%	2%
O=C(CN(C(=O)c1csnn1)c1cccc(F)c1)NCc1ccc2c(c1)OCO2	3%	-5%[57.1 µM]	15%	-5%	-8%	-17%	0%	28%	-18%
O=C(N/N=C/c1ccc(Cl)cc1Cl)Nc1ccccc1	-7%	-9%[57.1 µM]	-6%	1%	0%	8%	1%	9%	-16%
CN(c1ccc(C(=O)Nc2ccc(F)cc2F)cc1)S(=O)(=O)c1ccccc1	0%	-2%	-8%	-6%	2%	i	-5%	32%	0%
CCOC(=O)CCCNC(=O)COC(=O)CCC(=O)c1ccc(F)cc1	-4%	-19%	3%	4%	-4%	0%	-9%	26%	-18%
Cc1ccc(NC(=O)CSc2nc(O)c(Cc3ccccc3)c(=O)n2-c2ccccc2)cc1	26%	7%[57.1 µM]	-11%	-3%	2%	u	1%	12%	-21%
CN(C(=O)CSc1nnc(-c2ccccc2)n1C)C1CCS(=O)(=O)C1 (stereo unspecified)	0%	16%[57.1 µM]	-42%	14%	-18%	-4%&4%	8%	4%	-29%
CCN1CCN(CC(=O)Nc2ccc(S(=O)(=O)N3C(C)CCCC3C)cc2)CC1 (stereo unspecified)	u	28%	5%	-16%	-3%	-4%	-9%	31%	-5%
COc1ccc(Nc2oc(-c3ccc(COc4ccccc4)o3)nc2C#N)cc1	-5%	-3%	-4%	-5%	7%	-9%	-6%	51%[activator]	-11%
S=c1cnc2ccccc2[nH]1	-28%	u	u	-7%	-8%	u	i	u	4.5µM*
C=C(C)C1CC=C(C)/C(=N/NC(=O)c2ccc(NC(=O)CC)cc2)C1 (stereo unspecified)	7%	14%	-1%	-2%	-6%	6%	0%	13%	-10%
Cc1ccc(C2N(C)C(=O)c3ccccc3N2C)cc1 (stereo unspecified)	-7%	19%[2.29 µM]	-3%	-4%	2%	-26%	-9%	67%[activator]	7%
CC1Sc2ccc(S(=O)(=O)CCC(=O)Nc3ccccc3Cl)cc2NC1=O (stereo unspecified)	5%	-12%	-21%[56.9 µM]	-9%	4%	-1%	-1%	11%	-21%
CCOC(=O)c1oc2ccc(CNCCO)c(Cl)c2c1C	0%	18%[57.1 µM]	12%[11.4 µM]	-9%	-4%	45%	-9%	2%	-5%[57.1 µM]
Nc1nc(-c2cccnc2)nn1C(=O)c1ccc(F)cc1	-13%	-7%	-16%	-1%	3%	-3%	i	50%[activator]	0%
CC(=O)NNC(=O)C(O)(c1ccccc1)c1ccccc1	-9%	-9%	1%	-2%	-5%	-3%	4%	23%	-18%
COc1ccc(-c2onc(C)c2C)cc1S(=O)(=O)NCCc1ccco1	1%	7%	8%[11.4 µM]	9%	1%	-27%	-8%	-19%	u
CC(NCC1COc2ccccc2O1)C(=O)NCc1ccccc1 (stereo unspecified)	1%	21%[57.1 µM]	5%	5%	2%	-29%	i	16µM*	1.3µM*
C=CCOc1c(Br)cc(/C=N/O)cc1OCC	15%	2%	-6%	-10%	-2%	17%	0%	9%	-6%[57.1 µM]
CCOC(=O)CSc1ncnc2c1nnn2-c1ccc(F)cc1	3%	9%	-23%	-1%	-3%	214%[activator]	0%	16%	-3%
CCCCN(C)CCNC(=O)c1ccc2c(=O)n(CCc3ccccc3)c(=O)[nH]c2c1	-4%	11%	-7%	1%	-7%	-2%	-4%	25%	-11%
CCN1/C(=C2/OC(=S)N(C)C2=O)Sc2ccccc21	8%	27%	9%	-7%	22%	15%	i	56%[activator]	-5%
O=C(CSc1nnc(COc2ccccc2)o1)N1CCCCC1	-3%	27%	-8%	-6%	-4%	-13%	2%	27%	6%
Cc1ccc(S(=O)(=O)N[C@@H](CO)C(=O)N[C@@H](Cc2ccc(O)cc2)C(=O)O)cc1	9%	13%	-10%	-1%	0%	u	-1%	16%	-7%
CCCCCC(=O)Nc1ncc2c(n1)CC(c1cccs1)CC2=O (stereo unspecified)	-5%	-2%	3%	5%	4%	-55%	-7%	59%[activator]	2%
Cc1cc(C)nc(Nc2nc(-c3ccccc3)cs2)n1	7%	7%	-19%	11%	-5%	5%	-1%	21%	-10%
CCCC(C)NC(=O)CSc1nc(-c2ccccc2)cn1N (stereo unspecified)	5%	13%[57.1 µM]	u	-8%	-2%	13%	0%	-11%	u
O=[N+]([O-])c1cccnc1N1CCN(Cc2ccc3c(c2)OCO3)CC1	0%	13%[57.1 µM]	17%	1%	-10%	-31%	-2%	u	u
COC(=O)c1cc(S(=O)(=O)N(C)Cc2ccco2)c[nH]1	1%	-2%	-10%	7%	-3%	5%	-10%	38%	-12%
O=C(Nc1ccc(C(F)(F)F)cc1)c1csc(-c2ccncc2)n1	-4%	14%[11.4 µM]	-8%	12%	1%	-14%	8%	43%[activator]	-11%
CCOC(=O)c1cc(NC(=O)CSCCO)ccc1Cl	-14%	8%	-1%[11.4 µM]	4%	-5%	33%[activator]	-3%	-15%	-2%[11.4 µM]
Cn1cnc([N+](=O)[O-])c1Sc1ncn[nH]1	-1%	u	13%	-8%	-1%	-4%	-5%	50%[activator]	-6%
COc1ccc(C)cc1S(=O)(=O)N1CCN(C/C=C/c2ccccc2)CC1	0%	29%	1%	x	15%	102%[activator]	-1%	-6%	-29%
CC(C)c1ccc(C2N3CC4(C)CN2CC(c2ccccc2)(C3)C4=O)cc1 (stereo unspecified)	0%	-5%	-13%	0%	2%	u	8%	14%	-19%
COc1ccc(C(=O)Oc2ccc(F)cc2C(=O)/C=C/c2ccc(OC)c(OC)c2)cc1	1%	4%[57.1 µM]	-43%	3%	40%[activator]	-1%	0%	13%	-8%
COCCNC(=S)N1CCN(C/C=C/c2ccccc2)CC1	-3%	0%[57.1 µM]	-13%	8%	2%	239%[activator]	0%	45%[activator]	-8%
COC(=O)c1cc(C(=O)Nc2ccc(S(=O)(=O)NC(C)(C)C)cc2)cc([N+](=O)[O-])c1	-4%	8%[57.1 µM]	-10%	11%	-10%	-8%	-7%	-10%	u
CC(C)(O)C1=NOC(c2ccccc2)C1 (stereo unspecified)	28%	-9%	1%	1%	-3%	-18%	-1%	27%	-16%
Cc1cc(Cl)ccc1OCC(=O)NNC(=O)c1ccc(=O)[nH]c1	0%	11%[57.1 µM]	-5%	-8%	3%	4%	-6%	36%	-4%
Nc1nonc1-n1nnc(C(=O)N/N=C/c2ccccn2)c1-c1ccccc1	13%	u	47%	5%	9%	u	0%	46%[activator]	u
CC(C)(CC(=O)O)CC(=O)N1CCN(c2nc3ccc(Cl)cc3s2)CC1	0%	12%	-15%	11%	1%	x	-24%	32%	2%
CS(=O)(=O)N(Cc1nc(-c2ccc(F)cc2)no1)c1ccccc1Cl	-3%	23%	-16%	-7%	-4%	0%	i	67%[activator]	12%
COCCSc1ccccc1C(=O)Nc1ccc(S(=O)(=O)N2CCOCC2)cc1	-4%	10%	-15%	-6%	2%	u	-2%	16%	-1%
COc1ccc(Cl)cc1NC(=O)CCN1CCN(Cc2ccccc2)CC1	-4%	0%	10%	-1%	8%	13%	-2%	11%	-23%
O=C(COc1ccc([N+](=O)[O-])cc1)NNC(=O)Nc1cccc(F)c1	1%	-18%	u	-17%	-11%	i	0%	43%[activator]	-5%
CC(NC(=O)c1ccccc1)c1nnc(SCc2nc3ccccc3c(=O)[nH]2)n1C (stereo unspecified)	2%	13%	6%	13%	-8%	-12%	-3%	-2%	-13%
Cc1ccc(C(=O)NCCc2ccc(S(=O)(=O)N3CCCC3)cc2)cc1	-6%	4%	8%	1%	-3%	-3%	-5%	19%	-3%
COc1ccc(/C=N\NC(=O)c2ccc(-c3ccccc3)cc2)cc1COC(C)=O	-2%	43%[activator]	-29%	0%	5%	7%	-1%	29%	-6%
COc1cc2c(cc1OC)CN(c1ccc(C(F)(F)F)cn1)CC2	-10%	13%	u	8%	0%	-20%	8%	34%	-4%
O=C(C1CCN(S(=O)(=O)c2ccc(Br)cc2)CC1)N1CCOCC1	1%	-4%	35%	-1%	-5%	1%	-2%	25%	12%
O/N=C/c1ccc(-c2cc(Cl)ccc2Cl)o1	11%	-5%	7%	10%	8%	-1%	-7%	27%	0%
CN1C(=O)CSC1=NCC12CC3CC(CC(C3)C1)C2	13%	4%	30%	x	1%	-22%	1%[11.5 µM]	39%[activator]	9%
O=C(c1cccc(S(=O)(=O)N2CCN(c3ccc(F)cc3)CC2)c1)N1CCCC1	-7%	21%[2.29 µM]	18%	4%	-1%	11%	-10%	20%[57 µM]	-21%

Of the compounds above, these contain a COOH group.
SMILES	GLS inhibitor	TrxR1 inh	RGS4 inh	ERG-DNA inh	Pin1 inhibitor	12-LOX inh	Tb PGK inh	HP1b binding inh	JMJD2A Tudor inh
Cc1ccc(S(=O)(=O)N[C@@H](CO)C(=O)N[C@@H](Cc2ccc(O)cc2)C(=O)O)cc1	9%	13%	-10%	-1%	0%	u	-1%	16%	-7%
CC(C)(CC(=O)O)CC(=O)N1CCN(c2nc3ccc(Cl)cc3s2)CC1	0%	12%	-15%	11%	1%	x	-24%	32%	2%

Some of the compounds tested. The share of hits here may be higher or lower than overall.
